Lipid storage S3 = qHTS Assay for Lipid Storage Modulators in Drosophila S3 Cells; Drosophila S3 cells, BODIPY lipid droplet fluorescence, 18-24 h; cells fed with added oleic acid; hit rate 0.64% among 320,000; lipid storage change, negative = inhibition, % at the top dose, mostly 46.1 µM; hits show Potency in µM; active means well fitted inhibition curve with a large enough effect in the signal ratio, with a control signal flat, not every such curve was filed as active; inconclusive means small, poorly fitted or top-dose-only effect, or effect the other way, or a change in a side signal; the % refers to the signal ratio
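Drosophila S3 cells got compounds at several concentrations plus oleic acid (400 uM solution). Laser-scanning cytometry with 488 nm excitation read lipid droplets at 500-530 nm and cells at 575-640 nm. Percent activity was relative to 20 uM Triacsin C.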
Lipid storage S3 cell count max = recorded beside Lipid storage S3, whose call it bears; cell number change, %; measured here: cell count max response;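 cells counted by Cell Tracker Red CMTPX staining in the red channel; peak over a dose series mostly up to 46.1 µM; percent activity relative to internal control wells on each plate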
The depositor's hits bear a star; i = inactive; ? = inconclusive; · = not tested or not shown; & = joins results of further samples; [ ] = another dose, or the depositor's remark. On the % scale 0 is the no-effect control and ±100 the full control effect; potency means the concentration at half of the fitted maximal effect.

molecule	Lipid storage S3 cell count max	Lipid storage S3
Cc1ccc(Cn2nnc3c(=O)n(CC(=O)N4CCCc5ccccc54)cnc32)cc1	2.5	7.9%
CC1CCCN(C(=O)COC(=O)Cc2c(F)cccc2Cl)C1 (stereo not drawn)	·	i
O=C(CC(Sc1ccc(Br)cc1)C(=O)O)c1ccc(Br)cc1 (stereo not drawn)	·	?
CN(C)c1ccc(/C=C(\C#N)C(=O)OCC(=O)N(C)C2CCS(=O)(=O)C2)cc1 (stereo not drawn)	·	?
O=C(COC(=O)c1ccccc1)Nc1ccccc1Sc1ccccc1	9.4	21.3%
CCOc1cc(NC(=O)c2ccccn2)c(OCC)cc1NC(=O)c1ccc(OC)cc1	10.1	1.5%[9.22 µM]
CNC(=O)c1ccccc1Sc1ccccc1C#N	·	?
CCCc1nnc(NC(=O)Nc2ccc(OC)cc2)s1	·	?
Cc1ccc(NC(=O)COC(=O)CN2CCCCCC2=O)c(C)c1	·	?
COC(=O)c1ccc(OC(=O)CCN2C(=O)C3CCCCC3C2=O)cc1 (stereo not drawn)	-7.5	0.5%

Some of the entries so far, with each value named.
> COC(=O)c1ccc(OC(=O)CCN2C(=O)C3CCCCC3C2=O)cc1 (stereo not drawn)
  Lipid storage S3 cell count max: -7.5
  Lipid storage S3: 0.5%

> Cc1ccc(Cn2nnc3c(=O)n(CC(=O)N4CCCc5ccccc54)cnc32)cc1
  Lipid storage S3 cell count max: 2.5
  Lipid storage S3: 7.9%

> CCCc1nnc(NC(=O)Nc2ccc(OC)cc2)s1
  Lipid storage S3 cell count max: ·
  Lipid storage S3: ?

> CCOc1cc(NC(=O)c2ccccn2)c(OCC)cc1NC(=O)c1ccc(OC)cc1
  Lipid storage S3 cell count max: 10.1
  Lipid storage S3: 1.5%[9.22 µM]

More results
molecule	Lipid storage S3 cell count max	Lipid storage S3
CCCCn1c(SCC(=O)NC2CCS(=O)(=O)C2)nc2cc(S(N)(=O)=O)ccc21 (stereo not drawn)	·	?
C/C(=N\NC(=O)c1sccc1-n1cccc1)c1cccs1	·	0.3%
Cc1ccnc(NC(=O)CNC(=O)COc2ccccc2)c1	20.2	i[0.0737 µM]
CC(=O)Nc1c(C)cc(OCC(=O)O)cc1C	16.9	-0.5%
COc1cccc(C(c2nnnn2C(C)(C)C)N2CCN(C3CCCCC3)CC2)c1OC (stereo not drawn)	·	?
CC1Cc2ccccc2N1C(=O)CSc1nnc(NC(=O)Cc2cccs2)s1 (stereo not drawn)	-10.3	i
CCOc1ccccc1OCC(=O)Nc1cc(S(=O)(=O)N2CCCCC2)ccc1N1CCN(CC)CC1	·	?
COc1cccc(C(=O)N[C@@H](C)C(=O)N2CCC3(CC2)NCCc2[nH]cnc23)c1	·	-5.0%
O=C(NC1CCCC1)c1ccc2nc[nH]c2c1	13.8	6.8%
CCOc1cc(S(=O)(=O)Nc2ncn[nH]2)ccc1Br	7.6	-0.4%

Later entries
molecule	Lipid storage S3 cell count max	Lipid storage S3
COc1ccccc1N(C)S(=O)(=O)c1ccc(C(=O)N(C)Cc2ccc(OC(F)F)cc2)cc1	·	?
Cc1c(C(C)NC(=O)Nc2ccc(F)cc2F)cnn1C (stereo not drawn)	·	i
CCC(C(=O)NCc1ccc(F)cc1)N(CCc1ccccc1)C(=O)c1snc(C(N)=O)c1N (stereo not drawn)	·	?
CCc1sc(NC(C)=O)nc1-c1ccccc1	-10.2	i
CCCCn1nnc(NC(=O)c2ccc([N+](=O)[O-])cc2Cl)n1	9.5	8.0%
O=C(CSc1ccc([N+](=O)[O-])cn1)Nc1ccc2c(c1)OCCO2	-0.2	-16.7%
COC(=O)c1ccc(S(=O)(=O)NCc2ccc(S(N)(=O)=O)cc2)o1	·	?
Cc1cc(=O)[nH]c(SCC(=O)Nc2nc(-c3ccccc3)c(-c3ccccc3)o2)n1	·	?
c1ccc2c(c1)nnn1c3ccccc3nc21	·	?
O=C1OCC(c2ccccc2)=C1c1ccccc1	·	?

(cont.)
molecule	Lipid storage S3 cell count max	Lipid storage S3
CCC1CCC(C(=O)NNC(=O)OC)CC1 (stereo not drawn)	8.7	0.0%
C=CCn1c(O)c(CN2CCN(Cc3ccccc3)CC2)c(C)c(C#N)c1=O	·	?
COC(=O)C1(C)CCc2cc(OC)ccc2C1=O (stereo not drawn)	·	?
Cn1c(N2CCN(S(=O)(=O)c3ccc(Cl)cc3)CC2)nc2ccccc21	-5.9	-0.6%
CCc1ccc(-c2cc3c(=O)n(CC(=O)NCCCN4CCC(Cc5ccccc5)CC4)nc(C)n3n2)cc1	·	?
COc1cc(Cc2nccc3cc(OC)c(OC)cc23)c(S(=O)(=O)O)cc1OC	·	?
COC(=O)CCCNC(=O)c1ccc2[nH]c(C)c(C)c2c1	·	?
Oc1ccc(N=Cc2ccc(OCc3ccccc3)cc2)cc1	-9.0	10.5%
Cn1c(=O)c2c(nc(N3CCN(Cc4ccccc4)CC3)n2CCSc2ncccn2)n(C)c1=O	·	17.7%
CC(/C=C/C=C/c1ccccc1)=N/NC(=O)c1ccc2c(c1)OCCO2	12.5	-5.6%

Complete entries from above. Order of screens: Lipid storage S3 cell count max	Lipid storage S3
Profile of `CC(/C=C/C=C/c1ccccc1)=N/NC(=O)c1ccc2c(c1)OCCO2` : 12.5	-5.6%
Profile of `Cn1c(=O)c2c(nc(N3CCN(Cc4ccccc4)CC3)n2CCSc2ncccn2)n(C)c1=O` : ·	17.7%

The results go on.
molecule	Lipid storage S3 cell count max	Lipid storage S3
COc1ccc(CNC(=O)c2ccc3c(c2)NC(=O)C(C)S3)cc1 (stereo not drawn)	-2.5	-0.2%
O=C(Nc1ccccc1)Nc1ccccc1C(=O)NCC1CC1	·	?
Cn1nnnc1SCC(=O)NCc1cccs1	4.1	11.3%
CN(C(=O)COC(=O)C1CCN(S(=O)(=O)c2c(Cl)cccc2Cl)CC1)C1CCS(=O)(=O)C1 (stereo not drawn)	22.5	-2.8%
CCC(COC)NC(=O)c1ccc(OC)c(OC2CCN(C(C)=O)CC2)c1 (stereo not drawn)	·	?
N#Cc1cn(CC(=O)N2CCc3ccccc3C2)c2ccccc12	-5.9	-2.3%
O=C(NC(C(=O)c1ccccc1)N1CCCCCC1)c1ccco1 (stereo not drawn)	-8.7	3.4%
CCCC1CCc2c(c3ccccc3[nH]c2=O)O1 (stereo not drawn)	·	?
CCn1cc(C(=O)NCc2ccco2)c(=O)c2cc(S(=O)(=O)N3CC(C)CC(C)C3)ccc21 (stereo not drawn)	-7.6	6.5%
CCOC(=O)c1cccc(NC(=O)/C(=C\c2ccccc2)NC(=O)c2ccccc2Cl)c1	-5.1	-13.3%

Next part
molecule	Lipid storage S3 cell count max	Lipid storage S3
O=C(CCNS(=O)(=O)c1ccc2c(c1)CCC(=O)N2)Nc1ccc(F)c(F)c1	·	?
CCc1nn(-c2ccccc2)c(N)c1C#N	7.0	1.1%
Cc1csc(=N)n1CC(=O)N1CCc2ccccc21	·	?
Cc1ccc(NC(=O)C(C)N2C(=O)c3ccccc3C2=O)cc1 (stereo not drawn)	-11.7	0.0%
Cc1ccc(C(=O)N/C(=C\c2cccnc2)C(=O)N2CCCC2)cc1	·	?
Nc1ncc(Br)cc1Br	0.8	-4.3%
COc1cc(-c2c(-c3ccc4c(c3)OCO4)noc2C)ccc1F	·	?
O=C(O)CCC(=O)Nc1ccc(S(=O)(=O)Nc2nccs2)cc1	·	?
Oc1ccccc1-c1nc2ccccc2nc1-c1ccccc1	·	?
O=[N+]([O-])c1ccc(Nc2ccc3ccccc3c2)nc1	·	i

More results follow.
molecule	Lipid storage S3 cell count max	Lipid storage S3
COC(=O)Cc1[nH]nc2c1C(c1ccc(O)c(OC)c1)C(C#N)=C(N)O2 (stereo not drawn)	1.3	6.5%
COc1ccc(O)c(/C=N/NC(=O)c2cccc(N3CCCC3=O)c2)c1	16.2	15.1%
CCCCNC(=O)c1onc(CSc2cc(C)cc(C)c2)c1C(=O)O	1.3	-4.2%
COc1ccc(S(=O)(=O)N2CCc3cc(OC)c(OC)cc3C2)cc1	1.0	8.5%
Nc1ccc(-c2nc3ccccc3o2)cc1	2.4	-7.5%
CN1CCN(NC(=O)CSc2ccc(Cl)cc2Cl)CC1	·	?
CCCc1cc(=O)[nH]c(SCC(=O)Nc2sc3c(c2C#N)CCC(C)C3)n1 (stereo not drawn)	·	?
N#Cc1c(C(F)(F)F)cc(C2CC2)nc1N1CCCC1	·	-15.3%
O=S(=O)(NC1CCCCC1N1CCN(c2ccc(F)cc2)CC1)c1ccccc1 (stereo not drawn)	·	?
Cc1ccc(S(=O)(=O)NC(=O)c2ccc(Br)o2)c(C)c1	·	?

Next part
molecule	Lipid storage S3 cell count max	Lipid storage S3
Cc1ccc(NC(=O)c2sc3nc(C)cc(C)c3c2N)cc1	·	?
COc1ccccc1OCc1csc(N)n1	·	i
NC1=NC2(CCCCC2)N(c2ccc(F)cc2F)C(N)=N1	5.2	24.9%
COc1ccccc1NC(=S)N(Cc1ccco1)Cc1cc2ccc(C)c(C)c2[nH]c1=O	·	?
CCn1c(Cc2ccc(OC)cc2)nnc1SCC(=O)Nc1ccc(N2CCOCC2)cc1	·	?
Cc1cc(C)cc(N(CC(=O)NC(C)(C)C)C(=O)CCC(=O)Nc2nccs2)c1	-3.4	-17.6%
O=C(C1CCN(S(=O)(=O)c2cccnc2)CC1)N1CCCCC1	·	?
COC(CN1C(=O)C(O)=C(C(C)=O)C1c1ccccn1)OC (stereo not drawn)	·	?
O=C(NCCNc1nccc(C(F)(F)F)n1)c1cccs1	8.3	3.6%
CCOC(=O)COc1ccc(C(=O)c2ccccc2)c(O)c1	·	?

(continued)
molecule	Lipid storage S3 cell count max	Lipid storage S3
Cc1ccc(CN2CCNC(=O)C2CC(=O)N(C)CCc2ccccc2)cc1 (stereo not drawn)	14.7	7.2%
Cc1nc2n(c(=O)c1CCN1CCC(c3noc4cc(F)ccc34)CC1)CCCC2	-4.7	3.0%
CCOC(=O)C(NC(C)=O)(NC(C)C)C(F)(F)F (stereo not drawn)	·	?
O=C(CSc1nc2sc3c(c2c(=O)[nH]1)CCCC3)NCCO	·	?
Cc1ccc(NC(=O)N2CCN(C/C=C/c3ccccc3)CC2)cc1	·	?
Cc1ccc(-c2nc(CN(C)C3CCOC3)c(C)o2)s1 (stereo not drawn)	16.4	7.7%
O=C(c1ccncc1)c1ccc(N2CCN(C3CC(=O)N(Cc4ccccc4)C3=O)CC2)cc1 (stereo not drawn)	·	?
O=C(CN1C(=O)NC2(CCCCCCC2)C1=O)NC(=O)NCc1ccco1	-28.2	-54.2%
Cc1ccc(NC(=O)CN(C)C(=O)c2cccc(-n3cccc3)c2)cc1	·	?
O=C(COc1ccc(F)cc1F)NNC(=O)Nc1cccc([N+](=O)[O-])c1	·	?

More compounds
molecule	Lipid storage S3 cell count max	Lipid storage S3
Cn1c(=O)c2ccccc2n(Cc2cccc(F)c2)c1=O	·	?
CCCN(Cc1nc2cc(Cl)ccc2c(=O)[nH]1)C(=O)c1ccc(S(=O)(=O)N2CCCC2)cc1	·	?
Cc1cc(S(=O)(=O)N2CCOCC2)ccc1OCC(=O)N1CCCCC1	·	?
CCSc1nc2ccc(N3C(=O)C4C5C=CC(C5)C4C3=O)cc2s1 (stereo not drawn)	-23.0	-4.7%
CCn1cc(CN2CCC(C(=O)Nc3cccc(-c4cccc(OC)c4)c3)CC2)c(C)n1	20.4	0.1%
c1ccc(-c2nnc(-c3c[nH]c4ccccc34)nc2-c2ccccc2)cc1	·	?
CC(C)[N+]1(C)[C@@H]2CC[C@H]1CC(OC(=O)C(CO)c1ccccc1)C2 (stereo partly drawn)	-5.7&-0.3	?
Cc1ccccc1CSCCNC(=O)CCSc1ccccc1	-8.2	21.0%
COCCCn1c(=O)c2sccc2n2c(CCCC(=O)NCc3ccccc3)nnc12	12.6	i
N#C/C(=C\c1ccc(N2CCCCC2)o1)C(N)=O	·	?

Remaining list, next part
molecule	Lipid storage S3 cell count max	Lipid storage S3
O=C(c1n[nH]c2ccccc12)N1CCN(S(=O)(=O)c2ccc3ccccc3c2)CC1	4.6	i
CC(C)c1ccc(S(=O)(=O)/N=C2/C=C(Sc3ncn[nH]3)C(=O)c3ccccc32)cc1	·	?
COCCCn1c(C(C)C)nc2oc3cc(OC)ccc3c(=O)c2c1=O	·	?
CC(C)Oc1ccc(N2CC(C(=O)Nc3ccc(N4CCOCC4)cc3)CC2=O)cc1 (stereo not drawn)	15.2	7.4%
CCCc1cc(=O)oc2cc(C)cc(OCC(=O)N[C@@H](CSCc3ccccc3)C(=O)O)c12	·	?
COCCN=C1Sc2nc3ccc(C)cc3cc2CN1Cc1cccs1	-14.1	12.1%
Cc1ccc(-c2cc(C(=O)NCc3ccc4c(c3)OCO4)no2)cc1	·	?
O=C(COc1ccc(Nc2ccccc2)cc1)OCC(=O)N1CCCCC1	-11.8	-13.9%
CCOP(=O)(OCC)C(Nc1ccc(C(=O)O)cc1)c1ccccc1 (stereo not drawn)	5.6	7.4%
Fc1ccccc1OCCCCSc1ncccn1	2.8	9.2%

(list continues)
molecule	Lipid storage S3 cell count max	Lipid storage S3
CCCNC(=O)C(Cc1ccccc1)NC(=O)Cc1ccccc1 (stereo not drawn)	4.2	5.0%
O=C(NC(Cc1c[nH]c2ccccc12)C(=O)O)/C(=C/c1ccc2c(c1)OCO2)NC(=O)c1ccccc1 (stereo not drawn)	11.9	-0.4%
CCn1ncc(C(=O)Nc2ccccc2C)c1C	2.5	-0.1%
CC1CCCN(Cc2csc(N)n2)C1 (stereo not drawn)	·	?
CN(C)/C(Cn1cncn1)=C1/N=C(c2ccccc2)OC1=O	2.9	13.1%
C/C(=N\O)C(C)(C)Nc1ccc(F)cc1	7.5	-5.3%
CC(=O)c1ccc(C#CC(C)(C)O)s1	·	19.8%

Screening data as filed in PubChem BioAssay.

The list is partial (hit frequency here may not be typical).
